# High-throughput results: PubChem BioAssay, NCI
# NCI-60 one-dose screen, 48 h, at 10 µM unless noted. Numbers give growth in % (100 = growth as untreated, 0 = no growth, -100 = all killed).
# COLO 205: COLO 205 colon cancer. actives 7.3% (n = 79,000). AID 1794742
# HCT-116: HCT-116 colon cancer; actives 7.3% (n = 82,000); AID 1794798
# SNB-19: SNB-19 CNS cancer cells. actives 2.5% (n = 81,000)
# HCC-2998: HCC-2998 colon cancer; actives 4.7% (n = 79,000)
# SW-620: SW-620 colon cancer; actives 5.2% (n = 82,000); AID 1794795
# SNB-75: SNB-75 CNS cancer | AID 1794750 | actives 5% (n = 79,000)
# HT29: HT29 colon cancer. actives 7.4% (n = 81,000). AID 1794748
# HCT-15: HCT-15 colon cancer. actives 5.2% (n = 82,000). AID 1794746
# KM12: KM12 colon cancer cells; actives 5% (n = 82,000)
# An asterisk follows results filed as active; . = no result given. The calls were made as follows: active = growth percent below 10; inactive = the rest.
SMILES,COLO 205,HCT-116,SNB-19,HCC-2998,SW-620,SNB-75,HT29,HCT-15,KM12
COC(=O)CCN(c1ccccc1)c1ccc(C)cc1,115,98,110,100,103,101,103,105,100
O/N=C/c1ccccc1O,118,98,94,102,103,91,101,106,108
Nc1ccc(S(=O)(=O)c2ccc(NCNc3ccc(S(=O)(=O)c4ccc(N)cc4)cc3)cc2)cc1,88,78,95,111,100,104,98,103,103
FC(F)(F)c1cc(-c2cnc(Cl)nc2NC2CCCCCC2)cc(C(F)(F)F)c1,105,99,95,99,93,78,105,110,105
CN(C)c1ccc2c(c1[N+](=O)[O-])Cc1ccccc1-2,94,97,96,101,98,89,104,98,102
Cc1ccc(S(=O)(=O)NCCN2c3nc4ccccc4cc3Sc3cc4ccccc4nc32)cc1,113,70,64,86,88,-13*,56,103,165
CCCCCCCCCc1ccc(OC(C)=O)cc1,113,110,103,113,102,99,102,111,106
COC(=O)C1CC23C=CCN4CCC5(c6ccccc6NC15C2C)C43 (centres undefined),112,96,100,100,103,98,100,110,108
Cc1cc(=O)oc2cc(Oc3nc(-c4cccs4)cn4c(-c5cccs5)cnc34)ccc12,75,59,.,78,57,36,47,73,60
O=C(O)/C=C/c1cn(-c2ccccc2)nc1-c1ccc(Cl)cc1,109,88,90,109,94,87,107,96,90
C[C@]12CC(=O)C[C@@H]1C[C@H]1CC[C@]3(C)CC4(C[C@H]3C[C@H]1C2)SCCS4,108,88,104,121,103,90,91,94,98
CCOc1c(C#N)c(Nc2ccc(S(N)(=O)=O)cc2)c(C#N)c(=O)n1S(=O)(=O)c1ccccc1,119,104,93,109,99,83,111,110,102
CCOc1ccc(/C=N/NC(=O)Cn2nc(Cc3ccc(OC)cc3)c3onc(C)c3c2=O)cc1,50,-23*,29,-12*,23,-40*,17,50,48
CC(NP(=O)(c1ccccc1)c1ccccc1)c1ccccc1 (centres undefined),112,106,104,111,105,85,103,105,112
Nc1nnc(-c2cncc(Br)c2)c(-c2c[nH]c3ccccc23)n1,117,82,.,104,99,48,101,92,96
O=C(CN1C(=O)/C(=C/c2ccco2)SC1=S)NCCc1c[nH]c2ccccc12,117,108,103,100,100,73,105,96,104
COC(=O)C(CO)c1ccccc1 (centres undefined),104,99,101,101,108,83,100,97,108
O=C(Nc1ncc(Cc2ccc(F)cc2)s1)C1=NCCCN1,98,103,107,106,95,95,108,96,104
CC(=O)c1ccc(CCc2ccc(C(C)=O)cc2)cc1,127,103,105,107,111,104,95,99,104
COc1ccc(Cc2ccc(OC)c(OC)c2)cc1OC,112,108,111,105,108,94,100,105,104
COc1cc(CCCO)c(OC)c2c1OCO2,115,110,97,106,107,85,110,116,102
CN(C)c1ccc(/C=N/NC(=S)NC23CC4CC(CC(C4)C2)C3)c(Cl)c1,107,94,88,120,106,86,91,92,92
O=C1/C(=C/c2ccc(OCc3cccc(Br)c3)cc2)Oc2cc(O)ccc21,117,111,109,103,115,108,106,107,108
O=C1CCC(C(=O)NNc2cc(F)ccc2F)N1 (centres undefined),109,108,107,94,93,87,102,101,75
CCOC(=O)c1sc2nc(-c3cccc([N+](=O)[O-])c3)nc(N3CCOCC3)c2c1C,108,100,90,107,103,101,101,101,104
COc1ccc(-c2cc(-c3nnc(SCC(=O)Nc4ccc(/C(C)=N\O)cc4)o3)c3ccccc3n2)cc1,118,107,91,101,105,98,101,100,101
CCOC(=O)CCCN1C/C(=C\c2ccccc2)C(=O)c2cc(C)ccc21,110,92,97,110,94,.,112,101,98
CC1(C)CSC(=S)N1,119,105,98,108,105,83,98,101,112
Nc1cccc(-c2cc(Cl)cc3c(=O)[nH]c(N4CCOCC4)nc23)c1,96,84,104,112,110,81,73,101,101
COC(=O)c1c(-c2ccccc2)c(-c2ccccc2)[nH]c(=O)c1C#N,119,98,.,115,97,102,105,99,107
COc1cc(CNC(=O)CCCC/C=C/C(C)C)ccc1OCc1nnc(Nc2cccc(Cl)c2)o1,113,78,99,100,106,81,99,96,95
COc1ccc2c(c1)nnc1c3cccnc3[nH]c21,-62*,-74*,11,41,-12*,-14*,-27*,12,30
C=C(C)[C@@H]1CCC[C@]2(C(=O)O)CC[C@]3(C)[C@@H](CC[C@@H]4[C@@]5(C)C/C(=C/c6cccnc6)C(=O)C(C)(C)[C@@H]5CC[C@]43C)[C@@H]12,91,32,59,68,64,83,69,36,44
CCN1C(=O)N(CC)C2C1N=C(SC)N2/N=C/C=C/c1ccccc1OC (centres undefined),-49*,6.5*,15,10,23,45,4.0*,7.6*,4.9*
Oc1ccc2ccccc2c1CNc1ccccc1,.,92,101,108,100,83,102,106,104
COc1cc2oc(-c3ccc(NC(=O)c4ccc5c(c4)OCO5)cc3)cc(=O)c2c(O)c1OC,116,82,90,115,103,69,110,103,111
CCOC(=O)c1c(O)cc(C)[nH]c1=O,135,103,101,95,103,81,103,108,111
NCc1ccccc1Br,119,54,93,94,68,87,106,80,103
CCC(C)(O)C(C)=O (centres undefined),103,106,119,95,100,101,108,106,105
Cc1cc(Cl)nc(Cl)n1,100,98,86,87,111,81,84,103,.
Cn1cc(-c2nn3cc(-c4ccc([N+](=O)[O-])cc4)nc3s2)c2ccccc21,108,95,101,108,95,91,99,101,97
CCC(C)c1ccc(O)c(C(C)CC)c1 (centres undefined),90,100,107,114,105,86,95,105,96
CS(C)(C)/C(Nc1ccccc1)=C(\C#N)C(=O)N/N=C/c1ccco1,102,83,97,107,94,82,87,99,104
Cc1n(Cc2ccc3ccccc3n2)cc[n+]1Cc1ccc2ccccc2c1,-38*,4.9*,7.1*,20,21,-2.2*,6.6*,87,5.2*
O=C(O)CCC(=O)c1ccc(Br)cc1,102,104,85,98,98,79,.,112,97
CCC(=O)Nc1ccc(C)cc1C,104,105,101,106,97,96,95,102,95
Cc1c(O)cc(-c2cnc(Nc3ccc(Cl)cc3)s2)c(O)c1C,103,89,100,115,100,101,103,91,95
CCCCCCCCn1ccc2cc(NC(=O)Cn3cc(CN4CCOCC4)nn3)ccc21,109,92,93,113,97,100,108,92,93

# Part of the list above in order of number of heavy atoms, falling:
SMILES,COLO 205,HCT-116,SNB-19,HCC-2998,SW-620,SNB-75,HT29,HCT-15,KM12
C=C(C)[C@@H]1CCC[C@]2(C(=O)O)CC[C@]3(C)[C@@H](CC[C@@H]4[C@@]5(C)C/C(=C/c6cccnc6)C(=O)C(C)(C)[C@@H]5CC[C@]43C)[C@@H]12,91,32,59,68,64,83,69,36,44
COc1cc(CNC(=O)CCCC/C=C/C(C)C)ccc1OCc1nnc(Nc2cccc(Cl)c2)o1,113,78,99,100,106,81,99,96,95
COc1cc2oc(-c3ccc(NC(=O)c4ccc5c(c4)OCO5)cc3)cc(=O)c2c(O)c1OC,116,82,90,115,103,69,110,103,111
CCCCCCCCn1ccc2cc(NC(=O)Cn3cc(CN4CCOCC4)nn3)ccc21,109,92,93,113,97,100,108,92,93
Cc1n(Cc2ccc3ccccc3n2)cc[n+]1Cc1ccc2ccccc2c1,-38*,4.9*,7.1*,20,21,-2.2*,6.6*,87,5.2*
Cn1cc(-c2nn3cc(-c4ccc([N+](=O)[O-])cc4)nc3s2)c2ccccc21,108,95,101,108,95,91,99,101,97
CS(C)(C)/C(Nc1ccccc1)=C(\C#N)C(=O)N/N=C/c1ccco1,102,83,97,107,94,82,87,99,104
Cc1c(O)cc(-c2cnc(Nc3ccc(Cl)cc3)s2)c(O)c1C,103,89,100,115,100,101,103,91,95
COc1ccc2c(c1)nnc1c3cccnc3[nH]c21,-62*,-74*,11,41,-12*,-14*,-27*,12,30
CCC(C)c1ccc(O)c(C(C)CC)c1 (centres undefined),90,100,107,114,105,86,95,105,96
CCOC(=O)c1c(O)cc(C)[nH]c1=O,135,103,101,95,103,81,103,108,111
CCC(=O)Nc1ccc(C)cc1C,104,105,101,106,97,96,95,102,95
NCc1ccccc1Br,119,54,93,94,68,87,106,80,103
CCC(C)(O)C(C)=O (centres undefined),103,106,119,95,100,101,108,106,105

# Returning to the listing with the 2 entries that preceded the break.
SMILES,COLO 205,HCT-116,SNB-19,HCC-2998,SW-620,SNB-75,HT29,HCT-15,KM12
Cc1c(O)cc(-c2cnc(Nc3ccc(Cl)cc3)s2)c(O)c1C,103,89,100,115,100,101,103,91,95
CCCCCCCCn1ccc2cc(NC(=O)Cn3cc(CN4CCOCC4)nn3)ccc21,109,92,93,113,97,100,108,92,93
COc1ccc(C2CC(c3ccc(N4CCOCC4)cc3)=NN2c2nc(-c3ccc(F)cc3)c(C#N)c(N3CCOCC3)n2)cc1OC (centres undefined),77,90,104,112,105,87,101,85,106
COc1ccc(/C=C2\CN(C(=O)C(Cl)Cl)C/C(=C\c3ccc(OC)c(OC)c3)C2=O)cc1OC,-3.0*,-84*,6.3*,-95*,-41*,11,11,-39*,-50*
c1ccc(CN(Cc2ccccc2)Cc2cccc3ccccc23)cc1,101,84,.,117,91,108,83,99,101
Cc1ccc(C2=CCCc3ccccc32)cc1,94,87,108,102,94,83,92,100,96
CC1CN(CC(O)c2ccccc2)CC(C)O1 (centres undefined),.,102,106,95,107,97,100,107,56
COc1ccc(-c2ccc(SCC(=O)Nc3nc4ccccc4[nH]3)nn2)cc1,135,90,69,112,116,112,130,101,102
Cc1cc(=O)[nH]c(SCC(=O)NCCc2ccc(S(N)(=O)=O)cc2)n1,114,106,92,100,100,113,102,105,103
COc1ccccc1N=Nc1c(S(=O)(=O)O)cc2cc(NC(=O)Nc3ccc4c(O)c(N=Nc5ccc(S(=O)(=O)O)cc5C)c(S(=O)(=O)O)cc4c3)ccc2c1O,104,122,108,102,102,95,96,107,102
O=P(NCc1ccccc1)(OCc1ccccc1)OCc1ccccc1,114,93,90,103,109,101,100,93,101
Nc1nc(Cl)c2ncn(Cc3ccccc3Cn3cnc4c(Cl)nc(N)nc43)c2n1,114,100,109,.,92,107,127,99,107
OCCNc1oc(-c2ccccc2)nc1[P+](c1ccccc1)(c1ccccc1)c1ccccc1,-53*,7.8*,4.3*,9.1*,14,-1.5*,10,78,-36*
COc1ccc(-c2cc3ccc(F)cc3c(=O)[nH]2)cc1,97,97,91,98,103,94,76,103,100
CCCCC(CC)CNC(c1ccccc1)c1ccccc1 (centres undefined),110,95,105,122,95,110,95,103,103
CCN1C(=O)N(CC)C2NN3C(=O)C4(SC3=NC21)C(c1ccc(Cl)cc1Cl)CN(C)C41C(=O)Nc2ccccc21 (centres undefined),102,89,98,115,97,78,89,96,94
CCCCCC(CCC)(C(=O)OCC)C(=O)OCC,112,95,104,96,106,77,117,106,114
Cc1ccc(S(=O)(=O)NNC(=O)c2cccnc2)cc1,102,103,103,100,101,92,109,95,102
NCCNc1nc2ccccc2c2c(=O)c3cccc(F)c3sc12,27,15,57,16,18,88,16,37,34
O=C1c2cc3c(cc2-c2c1c1ccc(F)cc1c(=O)n2CCCN1CCOCC1)OCO3,55,45,39,78,49,54,42,73,70
CCCCNC(=O)c1c(C)[nH]c(-c2nc3ccccc3[nH]2)c1C,.,97,98,112,104,97,112,104,103
COc1cccc(CCN2C(=O)CCC3=C2CCC3=O)c1,108,98,102,104,119,84,106,108,.
C/C(=N\NC(=O)CSc1nc2ccccc2c(=O)n1CCc1ccc(S(N)(=O)=O)cc1)c1ccc(Br)cc1,94,41,64,91,77,85,45,95,74
OC(CN(Cc1ccccc1)CC(O)c1ccccc1)c1ccccc1 (centres undefined),103,91,86,85,97,91,92,85,98
FC(F)(F)c1cccc(/C=C/c2nn3c(-c4ccco4)nnc3s2)c1,125,111,93,127,105,103,123,99,110
O=C(C[n+]1cccc2ccccc21)c1ccc2ccccc2c1,94,78,103,95,85,83,81,104,92
CCCCCC(=O)C(C)CC (centres undefined),106,113,112,100,103,109,113,91,103
COc1ccc(/C(=C\c2ccc3c(c2)OCO3)C(=O)Nc2nc3ccc(F)cc3s2)cc1,114,86,111,113,107,90,90,83,102
Cc1cc2nn(Cc3ccccc3)c(C(=O)OC(C)C)c2cc1C,97,65,87,130,93,95,76,84,87
CC(=O)c1c(O)c(C)c(O)c2c1OC1=Cc3c(c(C)nn3C)C(=O)C12C (centres undefined),91,60,88,96,94,77,59,81,86
CC1CCc2c(sc3nc(SCC(=O)c4cccc([N+](=O)[O-])c4)n(-c4ccccc4)c(=O)c23)C1 (centres undefined),106,25,59,105,71,86,68,74,94
CN1CCc2c(Cc3ccc(C(=O)NO)cc3)c3ccccc3n2C1,84,48,80,114,78,53,79,82,75
CC1=Cc2ccccc2OC12C=Cc1ccccc1O2 (centres undefined),110,99,91,100,101,81,98,97,98
COc1ccc(-c2cc3c(=N)n(NC(=O)c4ccccc4)cnc3o2)cc1,107,101,100,109,105,101,106,98,105
COc1ccc(-c2cc(C(=O)Nc3nc4cc(C)c(C)cc4s3)nc3cc(-c4ccccc4)nn23)cc1,119,103,99,112,113,41,103,108,119
COc1ccccc1N1CCN(C(=O)c2ccc3nc(NC(=O)c4ccc(NCCc5ccccc5)c([N+](=O)[O-])c4)sc3c2)CC1,100,58,95,110,75,91,83,81,79
CC1C(c2ccccc2)OC(N2CCOCC2)C(C)(C)CN1C (centres undefined),104,106,103,102,102,88,107,101,.
CCC(Cc1ccccc1)=C(c1ccc(O)cc1)c1ccc(O)cc1,108,99,98,89,102,96,98,96,90
CO/N=C(/C)c1ccc(NC(=O)CSc2nnc(-c3cnccn3)n2-c2ccccc2)cc1,87,62,83,113,101,100,94,87,108
O=C1NC(=S)NC(=O)C1CC(=O)n1c(-c2ccccc2)nc2ccccc21,111,104,95,104,99,67,106,94,101
FC(F)(F)c1nc2ccccc2n1Cc1nnc(SCc2cn(-c3ccc(Cl)cc3Cl)nn2)o1,96,91,99,94,95,93,83,89,89
CC1[C@H]2[C@H](C[C@H]3[C@@H]4CC=C5c6sc(Nc7cccc(Cl)n7)nc6CC[C@]5(C)[C@H]4CC[C@@]32C)O[C@]12CC[C@@H](C)CO2 (some centres undefined),70,76,97,102,104,127,100,74,85
O=C(O)CSC(=S)N1CCOCC1,118,99,108,98,97,102,102,105,101
